3CLpro inhibitor: SARS-CoV 3CLpro protease inhibitors, primary screen, biochemical, quenched FRET; Replicase polyprotein 1ab (Severe acute respiratory syndrome coronavirus), P0C6X7; recombinant SARS-CoV 3CLpro, quenched FRET peptide cleavage; inhibition, % at 6 µM; 290,000 compounds, 0.14% hits; AID 1706, 2009; in the data active means inhibition above about 12%
DUSP3 inh: VHR1 phosphatase inhibitors, primary screen, biochemical, absorbance, uHTS. AID 1654, 2009. recombinant VHR phosphatase, pNPP absorbance. Dual specificity protein phosphatase 3 (Homo sapiens), P51452. inhibition, % at 13.3 µM. 290,000 compounds, 0.52% hits; in the data active means inhibition above about 50%; further: some compounds called inactive have numbers as strong as hits
CCHF vOTU inh: CCHFV vOTU protease inhibitors, primary screen, biochemical, Pep-AMC substrate, fluorescence; Crimean-Congo hemorrhagic fever virus L polyprotein viral ovarian tumor (vOTU) protease …; inhibition, % at 11.5 µM; 370,000 compounds, 0.55% hits; in the data active means inhibition above about 30%; further: 0% = vehicle wells with enzyme and 100% = no enzyme wells
TcdB inh: TcdB glycohydrolase inhibitors, primary screen, biochemical, single point, plate reader | 350,000 compounds, 0.24% hits | inhibition, % at 9.99 µM | TcdB glycohydrolase enzymatic assay | Toxin B (Clostridioides difficile), P18177 | AID 652162, 2013; in the data active means inhibition above about 10%
Target sequence (P18177 whole entry, looked up): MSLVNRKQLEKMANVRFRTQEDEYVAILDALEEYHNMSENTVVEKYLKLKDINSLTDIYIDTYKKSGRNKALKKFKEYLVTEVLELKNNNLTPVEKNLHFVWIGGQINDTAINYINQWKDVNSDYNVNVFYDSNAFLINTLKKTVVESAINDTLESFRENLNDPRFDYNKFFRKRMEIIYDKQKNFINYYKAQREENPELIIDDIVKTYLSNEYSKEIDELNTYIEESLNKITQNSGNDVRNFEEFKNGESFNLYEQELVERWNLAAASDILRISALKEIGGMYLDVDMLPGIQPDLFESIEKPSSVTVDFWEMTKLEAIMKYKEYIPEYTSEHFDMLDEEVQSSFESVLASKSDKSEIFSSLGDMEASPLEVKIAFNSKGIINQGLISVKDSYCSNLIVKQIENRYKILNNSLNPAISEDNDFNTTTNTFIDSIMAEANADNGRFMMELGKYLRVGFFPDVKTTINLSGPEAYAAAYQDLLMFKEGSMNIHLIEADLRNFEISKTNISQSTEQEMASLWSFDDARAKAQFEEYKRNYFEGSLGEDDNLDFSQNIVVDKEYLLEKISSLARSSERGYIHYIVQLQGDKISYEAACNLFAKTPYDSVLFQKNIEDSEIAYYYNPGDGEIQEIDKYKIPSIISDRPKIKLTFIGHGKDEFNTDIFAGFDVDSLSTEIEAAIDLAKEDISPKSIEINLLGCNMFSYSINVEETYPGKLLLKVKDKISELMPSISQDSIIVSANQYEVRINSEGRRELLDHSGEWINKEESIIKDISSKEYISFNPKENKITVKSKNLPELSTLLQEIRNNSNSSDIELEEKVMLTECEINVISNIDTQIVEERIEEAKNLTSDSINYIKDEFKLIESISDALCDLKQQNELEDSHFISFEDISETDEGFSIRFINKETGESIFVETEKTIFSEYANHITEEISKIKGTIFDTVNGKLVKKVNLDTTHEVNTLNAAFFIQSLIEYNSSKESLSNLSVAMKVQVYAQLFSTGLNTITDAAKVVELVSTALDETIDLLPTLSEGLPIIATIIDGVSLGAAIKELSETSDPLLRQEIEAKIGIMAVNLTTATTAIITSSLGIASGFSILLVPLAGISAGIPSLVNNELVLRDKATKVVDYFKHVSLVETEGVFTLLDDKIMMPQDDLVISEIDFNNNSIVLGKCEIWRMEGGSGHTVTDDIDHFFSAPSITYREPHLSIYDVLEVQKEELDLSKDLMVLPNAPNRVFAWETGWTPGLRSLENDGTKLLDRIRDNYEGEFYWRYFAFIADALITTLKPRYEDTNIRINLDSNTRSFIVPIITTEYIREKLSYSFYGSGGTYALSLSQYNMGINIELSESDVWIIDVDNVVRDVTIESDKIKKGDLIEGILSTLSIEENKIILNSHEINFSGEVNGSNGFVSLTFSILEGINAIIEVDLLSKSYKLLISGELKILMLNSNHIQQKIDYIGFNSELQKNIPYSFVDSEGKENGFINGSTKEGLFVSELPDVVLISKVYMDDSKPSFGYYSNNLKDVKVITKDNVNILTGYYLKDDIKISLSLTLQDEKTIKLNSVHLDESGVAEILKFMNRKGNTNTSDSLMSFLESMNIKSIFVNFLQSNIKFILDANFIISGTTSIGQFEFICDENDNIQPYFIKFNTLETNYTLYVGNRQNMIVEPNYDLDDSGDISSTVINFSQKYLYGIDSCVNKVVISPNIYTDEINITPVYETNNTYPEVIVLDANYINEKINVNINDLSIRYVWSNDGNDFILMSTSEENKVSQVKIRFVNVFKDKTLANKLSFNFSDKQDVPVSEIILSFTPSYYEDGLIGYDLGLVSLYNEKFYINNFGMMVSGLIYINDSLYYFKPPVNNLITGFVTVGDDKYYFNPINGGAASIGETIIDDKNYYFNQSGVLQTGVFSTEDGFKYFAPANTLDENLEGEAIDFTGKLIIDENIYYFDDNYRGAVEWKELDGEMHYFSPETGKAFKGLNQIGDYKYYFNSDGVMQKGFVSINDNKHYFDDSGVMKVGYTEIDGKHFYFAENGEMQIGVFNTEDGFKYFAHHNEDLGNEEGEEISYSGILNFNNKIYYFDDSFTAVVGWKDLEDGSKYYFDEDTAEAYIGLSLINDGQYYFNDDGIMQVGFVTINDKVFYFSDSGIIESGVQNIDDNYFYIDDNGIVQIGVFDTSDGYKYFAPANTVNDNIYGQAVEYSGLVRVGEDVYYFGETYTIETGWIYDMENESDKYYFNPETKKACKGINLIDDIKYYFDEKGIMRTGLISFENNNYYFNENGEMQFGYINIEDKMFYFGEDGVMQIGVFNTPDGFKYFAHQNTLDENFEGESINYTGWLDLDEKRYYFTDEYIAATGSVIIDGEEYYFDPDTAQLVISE
PriA SSB inh: inhibitors of Klebsiella pneumoniae PriA binding to SSB C-terminal tail, primary screen, biochemical, AlphaScreen; PriA–SSB C-terminal tail interaction (Klebsiella pneumoniae); 430,000 compounds, 0.6% hits; inhibition, % at 33 µM; AID 1272365, 2023; AlphaScreen SSBct-PriA binding, biotinylated peptide; in the data active means inhibition mostly above about 37%, no sharp cut-off; inactive means mostly below about 20%;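 further: plate controls were negative control peptide for no effect and reference peptide for full effect; strong numbers were not always called active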
BH1578 lux ind: inducers of Vibrio cholerae quorum light production without autoinducers, primary screen, BH1578 luxS cqsA deficient, single point; AID 588436, 2011; V. cholerae BH1578 lux reporter, luminescence, 6 h; 350,000 compounds, 0.16% hits; activation, % at 18.7 µM; in the data active means activation mostly above about 9.7%, no sharp cut-off; inconclusive means no clear call, values can overlap the other calls; inactive means mostly below about 3.7%; further: not every result past the cut was called active; inactives centre near 0; reference of the scale not given here
Rv3671c inh: Rv3671c serine protease inhibitors, primary screen, biochemical, fluorescence polarization, M. tuberculosis H37Rv. P9WHR9. inhibition, % at 5.96 µM. 320,000 compounds, 0.048% hits; in the data active means inhibition above about 38%;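 further: extracellular domain of Rv3671c used as enzyme; 0% = enzyme with DMSO and 100% = no enzyme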
PrPC TRFRET: inhibitors of human cell surface prion protein PrPC, primary screen, cell-based, TR-FRET. TR-FRET read-out. inhibition, % at 13.8 µM. 370,000 compounds, 0.43% hits; in the data active means inhibition above about 24%; further: 0% = median of the test wells and 100% = reference compound wells
MazF activator: activators of E. coli MazEF toxin-antitoxin RNase, primary screen, biochemical, fluorescence, uHTS | Endoribonuclease toxin MazF (Escherichia coli (strain K12)), P0AE70 | FAM/BHQ RNA-DNA oligo cleavage fluorescence, 5 h | activation, % at 20 µM | 350,000 compounds, 0.32% hits; in the data active means activation above about 50%
Yp Topo-I inh: Yersinia pestis topoisomerase I inhibitors, primary screen, biochemical, cleavage product accumulation, plate reader, single point; Y. pestis Topo-I cleavage product accumulation; 360,000 compounds, 0.064% hits; activity, % at 10 µM; DNA topoisomerase I (Yersinia pestis CO92); in the data active means activity above about 50%, passing the limit was not always enough; inconclusive means no clear call, values can overlap the other calls; further: inactives centre near 2
An asterisk follows results filed as active; i = inactive; ? = inconclusive; · = no result given; & = joins results of further samples.

SMILES	3CLpro inhibitor	DUSP3 inh	CCHF vOTU inh	TcdB inh	PriA SSB inh	BH1578 lux ind	Rv3671c inh	PrPC TRFRET	MazF activator	Yp Topo-I inh
CC(C)NC(=O)[C@H](CSCc1ccccc1)N1Cc2ccccc2C1=O	-1	-11	2	-0.4	-3	-0.2	7	1	10	3
Cn1c(CN2CCN(c3ccc(Cl)cc3)CC2)nc2ccccc21	2	11	-12	·	1	i	4	-1	4	13
CCOC(=O)C(C)n1cnc2c(nnn2-c2cccc(OC)c2)c1=O (stereo unspecified)	-9	49	-4	2.4	8	-0.8	-1	8	4	3
O=C(NCc1ccccc1)c1c(O)c2cccc3c2n(c1=O)CCC3	3	17	6	·	-16	·	6	8	-4	-1
CCCn1c(=N)c(S(=O)(=O)c2ccc(F)cc2)cc2c(=O)n3ccccc3nc21	-3	-4	-7	0.1	-14	i	-11	-7	-17	4
CC1Oc2ccccc2N(CC(=O)NCc2ccc3c(c2)OCO3)C1=O (stereo unspecified)	-3	-5	13	0.5	23	i	1	2	10	1
COc1ccccc1N1CCN(CC(=O)Nc2c(C)n[nH]c2C)CC1	-6	·	3	·	-11	i	-2	-3	0	1
Cc1nc2ccccc2c(=O)n1/N=C/c1ccccc1O	8	17	-9	0.6	·	-0.2	0	-6	-1	-5
O=C(N=C1SC2CS(=O)(=O)CC2N1c1ccccc1)c1ccccc1 (stereo unspecified)	·	·	2	1.1	-1	i	-6	4	2	-3
COc1cc(C(=O)NCCNC(=O)C2CCCNC2=O)cc(OC)c1OC (stereo unspecified)	0	17	11	-0.2	-6	i	-2	6	3	-11
CC1CC(C)CN(S(=O)(=O)CC23CCC(CC2=O)C3(C)C)C1 (stereo unspecified)	1	17	6	0.5	-18	-0.3	0	-5	1	-3
Cc1cc(C(=O)NNC(=O)c2ccccc2O)c(C)o1	·	·	-6	1.1	-7	i	-3	3	5	4
Cn1c(CCN2CCCCC2)nc2cc(NC(=O)Nc3ccccc3)ccc21	0	32	-4	·	-5	i	-5	14	-10	-1
COc1ccc(N2CCN(C(=O)CCc3nnc4ccc(N5CCC(C)CC5)nn34)CC2)cc1	-3	27	12	0.0	0	0.9	-1	-9	3	25
CCOn1c(=O)c(-c2ccc(F)cc2)[n+]([O-])c2ccccc21	-2	-15	15	0.8	-3	i	·	-16	6	-2

For reference, part of the list above:
SMILES	3CLpro inhibitor	DUSP3 inh	CCHF vOTU inh	TcdB inh	PriA SSB inh	BH1578 lux ind	Rv3671c inh	PrPC TRFRET	MazF activator	Yp Topo-I inh
O=C(NCc1ccccc1)c1c(O)c2cccc3c2n(c1=O)CCC3	3	17	6	·	-16	·	6	8	-4	-1
CCCn1c(=N)c(S(=O)(=O)c2ccc(F)cc2)cc2c(=O)n3ccccc3nc21	-3	-4	-7	0.1	-14	i	-11	-7	-17	4
CC1Oc2ccccc2N(CC(=O)NCc2ccc3c(c2)OCO3)C1=O (stereo unspecified)	-3	-5	13	0.5	23	i	1	2	10	1

The results go on:
SMILES	3CLpro inhibitor	DUSP3 inh	CCHF vOTU inh	TcdB inh	PriA SSB inh	BH1578 lux ind	Rv3671c inh	PrPC TRFRET	MazF activator	Yp Topo-I inh
O=C(O)c1cccc(-c2ccc(/C=N/Nc3nn[nH]n3)o2)c1	7	10	19	-2.2	·	-0.4	9	-10	5	0
CN(Cc1ccccc1)C(=O)c1ccc(Nc2nc(CN)cs2)nc1	·	·	-13	-0.7	·	i	·	-4	·	4
CCN(C(=O)c1c(C)noc1C)c1c(N)n(Cc2ccccc2)c(=O)[nH]c1=O	·	·	0	0.9	5	-0.3	9	3	4	-1
Cn1cnnc1SCC(=O)Nc1ncc([N+](=O)[O-])s1	·	·	0	0.9	-14	-7.1	5	-23	7	-8
O=C(CSc1nc2ccccc2[nH]1)N/N=C/c1ccncc1	-4	14	3	1.1	i	i	-2	-9	6	-7
O=C(COC(=O)CCC(=O)c1ccc(F)cc1)NCc1ccccc1Cl	·	·	4	0.9	-6	i	1	1	10	17
COC(=O)C1=C(c2ccc(F)cc2OCc2ccccc2)C[C@@H]2CC[C@H]1N2C(=O)NCc1ccc(Cl)cc1	·	·	7	0.8	-9	0.0	-29	10	-6	?
O=C(CN1C(=O)S/C(=C\c2ccc(F)cc2)C1=O)NCCCn1ccnc1	0	17	1	1.3	6	-3.1	-7	-7	5	0
COc1c(Cl)ccc(Cl)c1C(=O)NC(=O)Nc1nc(C)cc(C)n1	2	-2	2	0.0	-18	0.6	-11	-2	5	-2
O=C(NNC(=O)C1CCCC1)c1cc([N+](=O)[O-])cc([N+](=O)[O-])c1	·	·	-8	1.0	-17	-1.7	-1	-35	1	2
O=C(NCc1cccnc1)C(=O)NCC(c1ccco1)N1CCN(c2ccccc2)CC1 (stereo unspecified)	-4	21	-18	-0.1	6	-0.4	-5	5	0	4
Nc1nc(-c2ccc(F)cc2)cs1	5	17	-7	2.2	-2&7	i	6	0	7	2
CCOCCCNC(=S)N1CCN(c2nc(-c3ccc(F)cc3)cs2)CC1	3	6	12	0.8	-11	-0.6	8	12	-1	31
COc1ccc(S(=O)(=O)Nc2ccccc2-c2nnn(CC(=O)Nc3ccccc3OC)n2)cc1	0	-1	-12	·	-7	-0.3	-57	12	-7	-1
O=S(=O)(Nc1cccc(S(=O)(=O)N2CCCC2)c1)c1ccc(Cl)s1	·	·	-4	1.2	-14	i	3	10	-4	-5

Part of the list above, limited to Yp Topo-I inh:
| smiles | Yp Topo-I inh |
| --- | --- |
| O=C(CN1C(=O)S/C(=C\c2ccc(F)cc2)C1=O)NCCCn1ccnc1 | 0 |
| Cn1c(CCN2CCCCC2)nc2cc(NC(=O)Nc3ccccc3)ccc21 | -1 |

A second format for 3 compounds above:
| molecule | 3CLpro inhibitor | DUSP3 inh | CCHF vOTU inh | TcdB inh | PriA SSB inh | BH1578 lux ind | Rv3671c inh | PrPC TRFRET | MazF activator | Yp Topo-I inh |
| --- | --- | --- | --- | --- | --- | --- | --- | --- | --- | --- |
| COC(=O)C1=C(c2ccc(F)cc2OCc2ccccc2)C[C@@H]2CC[C@H]1N2C(=O)NCc1ccc(Cl)cc1 | · | · | 7 | 0.8 | -9 | 0.0 | -29 | 10 | -6 | ? |
| O=C(CN1C(=O)S/C(=C\c2ccc(F)cc2)C1=O)NCCCn1ccnc1 | 0 | 17 | 1 | 1.3 | 6 | -3.1 | -7 | -7 | 5 | 0 |
| COc1c(Cl)ccc(Cl)c1C(=O)NC(=O)Nc1nc(C)cc(C)n1 | 2 | -2 | 2 | 0.0 | -18 | 0.6 | -11 | -2 | 5 | -2 |

(continued)
SMILES	3CLpro inhibitor	DUSP3 inh	CCHF vOTU inh	TcdB inh	PriA SSB inh	BH1578 lux ind	Rv3671c inh	PrPC TRFRET	MazF activator	Yp Topo-I inh
CCN1C(=O)[C@H]2[C@@H](c3ccc(-c4ccc(Cl)c(Cl)c4)c(OC)c3)N3CCCC[C@@]3(C(=O)OC)[C@H]2C1=O	·	·	15	0.5	5	i	-8	5	-1	30
COc1cccc(NC(=O)NC2CC(=O)N(c3ccc4c(c3)OCCO4)C2)c1 (stereo unspecified)	·	·	-1	3.7	-3	i	1	1	0	7
CC(C)C(OC(=O)c1cccs1)C(=O)NCCc1ccccc1 (stereo unspecified)	1	22	10	1.4	-5	-4.8	0	-6	10	-3
Cc1ccc(-c2noc(CN3CCN(C(c4ccccc4)c4ccccc4)CC3)n2)cc1	4	14	5	·	0	1.2	1	2	-21	10
CC(=O)Nc1ccc(S(=O)(=O)NCC2CCC(C(=O)N3CCCCCC3)CC2)cc1 (stereo unspecified)	-5	45	-4	·	-17	i	3	-4	1	3
CC(C)c1ccc(-n2cccc2/C=C2/C(=N)N3C=CSC3=NC2=O)cc1	-2	7	17	0.2	3	-0.2	-11	4	-5	14
O=C(NCc1ccccc1)c1cc(C2COCCN2C(=O)c2ccc(Cl)cc2)on1 (stereo unspecified)	·	·	2	0.3	·	i	·	13	·	-4
CC1CN(S(=O)(=O)c2cccc(C(=O)Nc3ccc(N4CCCCC4)cc3)c2)CC(C)O1 (stereo unspecified)	·	·	12	0.7	·	-0.2	·	-6	-2	9
CC(/C=C/c1ccco1)=N/NC(=O)OC(C)(C)C	2	13	1	0.4	·	3.0	-9	-7	1	0
C=CCc1c(Cl)nc(C)nc1NCc1ccccc1	3	1	-4	1.0	-14	-0.1	-3	7	0	-5
O=C(CCNC(=O)N1CC(=O)Nc2ccccc21)NCCc1ccc(Cl)cc1	·	·	-1	0.6	·	-6.4	·	4	7	11
Cc1ccc(F)cc1NC(=O)CSc1n[nH]c(N)n1	·	·	-10	0.4	-1	i	6	-6	0	3
Cc1cccc(C(=O)OCC(=O)Nc2c(C)n(C)n(-c3ccccc3)c2=O)c1O	·	·	10	-1.4	-6	-0.2	1	9	-1	-6
N#Cc1ccc(C23CC4(C2)[C@H](CN(Cc2ccc(-c5ccccc5)cc2)[C@@H]4c2ccccc2)C3c2ccccc2)cc1 (stereo partly specified)	·	15	7	-0.3	-3	3.7	-5	1	-23	1
CC(=O)c1cccc(OCC(O)CNCC2CCCCC2)c1 (stereo unspecified)	-2	21	-4	-1.5	-16	i	·	2	6	2

Single entries from the entries so far:
3CLpro inhibitor with O=C(O)c1cccc(-c2ccc(/C=N/Nc3nn[nH]n3)o2)c1 : 7
BH1578 lux ind with CC(C)c1ccc(-n2cccc2/C=C2/C(=N)N3C=CSC3=NC2=O)cc1 : -0.2
TcdB inh with CC1CN(S(=O)(=O)c2cccc(C(=O)Nc3ccc(N4CCCCC4)cc3)c2)CC(C)O1 (stereo unspecified) : 0.7
PriA SSB inh with COc1c(Cl)ccc(Cl)c1C(=O)NC(=O)Nc1nc(C)cc(C)n1 : -18

The list goes on.
SMILES	3CLpro inhibitor	DUSP3 inh	CCHF vOTU inh	TcdB inh	PriA SSB inh	BH1578 lux ind	Rv3671c inh	PrPC TRFRET	MazF activator	Yp Topo-I inh
CCN(CC)CCNC(=S)Nc1ccc2nc(N3CCN(CC)CC3)cc(C)c2c1	-4	10	7	0.9	-2	i	2	-13	11	-3
COC(=O)/C=C/c1cc(F)ccc1S(=O)(=O)NC(C)(C)C	·	·	-1	-0.2	-9	i	-8	9	9	2
C[n+]1ccn(CC(=O)c2cccs2)c1	-4	-16	-7	-0.4	-6	i	1	1	0	-4
CCOC(=O)C1(Cc2cccc(OC)c2)CCN(Cc2cccc3cnccc23)CC1	4	39	19	-1.8	1	·	5	3	-8	3
CCN1CCN(S(=O)(=O)c2cc(C)c(OC)cc2C)CC1	-2	-6	5	·	8	i	2	5	9	0
CN(Cc1cc2ccccc2[nH]c1=O)S(C)(=O)=O	1	20	6	·	1	-0.7	0	-4	-1	7
Cc1ccc(-c2csc3nc(SCC(=O)N(C)C)n(Cc4ccccc4)c(=O)c23)cc1	1	6	-12	·	-7	-0.2	-28	2	-7	17
NC(=O)C1(C(=O)O)OC1(c1ccc(Cl)cc1)c1ccccc1Cl (stereo unspecified)	·	·	2	2.1	1	-1.7	·	-3	1	10
COC(=O)Nc1nnc(-c2ccccc2OC)s1	-1	25	-16	2.8	-3	-0.4	2	-10	7	-1
O=C(CSc1nnc(-c2ccco2)o1)c1ccccc1Cl	-2	23	-1	0.2	-5	-3.1	4	1	-13	3
O=C(O)C1C2C=CC(O2)C1C(=O)NC1CCCc2ccccc21 (stereo unspecified)	-1	5	13	·	-11	-0.6	-1	1	5	1

Some of the compounds tested; count on the stated rates, not on these rows.
